Compound activity: PubChem, several laboratories
procasp7 counter = counter-screen: procaspase-7 (human) activation; activation, % at 8.5 µM; recombinant procaspase-7, Ac-DEVD-pNA absorbance 405 nm; D23A/D198A/D206A triple mutant, cannot self-cleave; scale: DMSO 0, 5 µM enzyme 100; P55210; 330,000 tested, 0.093% active; AID 463210;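 active = percent activation above the screen-wide mean plus 3 SD, cut at about 25% in these data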
Target sequence (P55210 whole entry D23A/D198A/D206A): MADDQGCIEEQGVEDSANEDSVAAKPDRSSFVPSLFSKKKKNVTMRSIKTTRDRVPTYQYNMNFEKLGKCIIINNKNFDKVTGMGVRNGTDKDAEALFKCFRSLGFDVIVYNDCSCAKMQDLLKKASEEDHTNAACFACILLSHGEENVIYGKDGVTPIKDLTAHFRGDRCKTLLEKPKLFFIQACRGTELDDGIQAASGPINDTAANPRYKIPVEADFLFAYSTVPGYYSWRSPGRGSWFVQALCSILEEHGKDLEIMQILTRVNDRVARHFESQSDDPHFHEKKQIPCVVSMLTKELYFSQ
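buffer or medium = Zinc-free HEPES/NaCl buffer, pH 7.4 | material = Procaspase-7 triple mutant (PC-7 D3A) | input = 2 µM procaspase-7 mutant as dispensed | signal = Epi-absorbance of released pNA at 405 nm, two timepoints | timing = 1 h preincubation, 2 h reaction | replicates = singlicate compound testing | evaluation = % activation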
LAP4-GFP MLPCN = modulators of TOR pathway LAP4-GFP in S. cerevisiae. S. cerevisiae LAP4-GFP multiplex, flow cytometry GFP, 3 h; median GFP as percent of DMSO wells. GFP response vs DMSO, % at 10 µM. 320,000 tested, 0.34% active;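 active = GFP response vs DMSO above a set limit, about the screen mean plus 3 SD, cut at about 150% in these data; inconclusive = under 70 cell events counted for the yeast strain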
proCasp3 act = activators of human procaspase-3; P42574; recombinant procaspase-3 D3A, Ac-DEVD-pNA absorbance 405 nm; activation, % at 8.5 µM; 330,000 tested, 0.11% active;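 active = activation above the mean of all tested compounds plus 3 SD, cut at about 21% in these data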;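 note: 0% = DMSO alone and 100% = DMSO wells spiked with extra 5 µM PC-3 D3A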
Target sequence (P42574 whole entry D9A/D28A/D175A): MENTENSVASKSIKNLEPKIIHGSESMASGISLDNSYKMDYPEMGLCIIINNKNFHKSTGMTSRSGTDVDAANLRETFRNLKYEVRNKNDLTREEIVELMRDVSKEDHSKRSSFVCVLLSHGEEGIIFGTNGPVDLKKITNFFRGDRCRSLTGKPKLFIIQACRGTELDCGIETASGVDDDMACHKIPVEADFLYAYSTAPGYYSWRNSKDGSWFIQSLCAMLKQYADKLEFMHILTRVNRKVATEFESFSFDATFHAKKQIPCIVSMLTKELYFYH
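Assay system – Procaspase-3 D3A mutant · Benchmarks – DMSO low control, extra-enzyme high control · Technique – 405 nm absorbance of p-nitroaniline, reads at 0 and 120 min · Doses – 8.5 µM nominal · Measure – % activation between DMSO and enzyme-spiked controls · Also added – Ac-DEVD-pNA chromogenic peptide substrate · Schedule – 1 h compound preincubation, 2 h substrate hydrolysis at 25 °C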
CR mimetic SO = lowers age-related superoxide in aged yeast cells | S. cerevisiae aged cells, superoxide DHE fluorescence; stronger effect = lower value | superoxide response (% of plate mean), % at 10 µM | AID 2690 | 330,000 tested, 0.18% active;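 active = superoxide response under a set limit, about three screen SD below normal, cut at about 65% in these data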;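 note: yeast aged for seven days with compound at 30 °C before DHE staining; 100% = average MFI of all compound-treated wells on the plate with controls excluded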
RPL19A TOR yeast = modulators of TOR pathway RPL19A-GFP in S. cerevisiae; 330,000 tested, 0.3% active; AID 2025; S. cerevisiae RPL19A-GFP strain, flow cytometry, 3 h; stronger effect = lower value; percent response vs DMSO, % at 10 µM;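 active = percent response vs DMSO below 50%; inconclusive = fewer than 70 events counted for the yeast strain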;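 note: median channel GFP fluorescence of the barcoded RPL19A-GFP strain; ratio of sample median GFP to plate DMSO average so 100% = DMSO; lower means less RPL19A-GFP as with rapamycin TOR inhibition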
JMJD2C inh = human JMJD2C demethylase inhibition; Q9H3R0; 330,000 tested, 0.069% active; GST-JMJD2C(1-420) H3K9me3 demethylation, DELFIA europium; inhibition, % at 2.35 µM; AID 2099;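 active = more than half of a compound's replicate wells show inhibition beyond 50%, single wells judged on their own value; inconclusive = some, but no more than half, of replicates pass 50% inhibition; inactive = no replicate passes 50% inhibition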;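 note: signal counts dimethyl H3K9 product captured on neutravidin plate; 0% = median of DMSO wells and 100% = 0.3 times that DMSO median; strong numbers were not always called active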
Target sequence (Q9H3R0 1-420 limits assumed): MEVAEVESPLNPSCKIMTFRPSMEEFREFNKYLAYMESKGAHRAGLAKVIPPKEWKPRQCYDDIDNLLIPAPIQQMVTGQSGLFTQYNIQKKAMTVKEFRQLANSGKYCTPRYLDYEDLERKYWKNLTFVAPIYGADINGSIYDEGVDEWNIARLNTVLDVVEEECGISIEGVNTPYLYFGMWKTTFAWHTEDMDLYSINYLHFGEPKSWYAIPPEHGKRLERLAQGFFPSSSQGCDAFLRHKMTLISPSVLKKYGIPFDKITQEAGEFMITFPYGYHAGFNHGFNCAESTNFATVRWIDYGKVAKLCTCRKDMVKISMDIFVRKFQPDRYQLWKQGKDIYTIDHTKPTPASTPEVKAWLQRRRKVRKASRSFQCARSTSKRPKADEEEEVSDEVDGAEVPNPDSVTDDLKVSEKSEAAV
MEP2 TOR yeast = yeast TOR pathway MEP2-GFP modulation; 330,000 tested, 0.51% active; S. cerevisiae MEP2-GFP strain, flow cytometry GFP, 3 h; 100% = DMSO control level; AID 2016; GFP response vs DMSO, % at 10 µM;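 active = GFP response versus DMSO above a set limit, roughly screen mean plus 3 SD, cut at about 180% in these data; inconclusive = fewer than 70 cells counted for a yeast strain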;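 note: median GFP fluorescence of the barcode-gated MEP2-GFP cells per well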
AHR activator = human AHR activation | P35869 | AHR-responsive luciferase reporter cells, luminescence | activation, % at 5 µM | 320,000 tested, 2.5% active | AID 2796; in the data active = activation above about 47%;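 note: 0% = vehicle wells and 100% = reference agonist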
* hit, by the source's call; ? = inconclusive; . = not tested or not shown.

Results follow in this order: procasp7 counter | LAP4-GFP MLPCN | proCasp3 act | CR mimetic SO | RPL19A TOR yeast | JMJD2C inh | MEP2 TOR yeast | AHR activator
COc1ccc(/C=C/C(=O)NC(=S)NNC(=O)[C@H]2C[C@@H]2c2ccccc2)cc1OC
 : -6 | 92 | 0 | 123 | 100 | 9 | 100 | 6
CCN(C[C@H]1N[C@@](C)(C(=O)OC)[C@H]2C(=O)N(C)C(=O)[C@@H]12)C(=O)Nc1ccc(OC)cc1
 : -3 | 91 | -4 | 95 | 95 | 41 | 90 | -2
Cc1cc2nnc(SCC(=O)NCc3cccs3)n2c(N)n1
 : 1 | 107 | 1 | 93 | 100 | 0 | 96 | -2
COc1cc(OC)c(C(=O)NCc2ccc3c(c2)OCO3)cc1OC
 : -4 | 101 | 13 | 91 | 101 | 4 | 109 | 14
Cc1ccc(CN2CCNC(=O)C2CC(=O)NC2CCCCCC2)cc1 (stereo not drawn)
 : 1 | 89 | -4 | 103 | 108 | 12 | 96 | -1
CCOc1cc(CNCc2cccs2)cc(Br)c1OCC
 : -3 | 97 | 2 | 119 | 105 | 53 | 100 | 16
COc1cccc(NC(=O)CN2C(=O)NC(CCc3ccccc3)C2=O)c1 (stereo not drawn)
 : 16 | 80 | 3 | 125 | 85 | 6 | 85 | -1
O=C1OC(Nc2ccc(F)cc2F)c2ccccc21 (stereo not drawn)
 : 3 | . | -11 | 95 | 99 | 7 | 102 | -2
O=S(=O)(c1ccc(N2CCCCCC2)nc1)N1CCCC1
 : -8 | 85 | 1 | 105 | 86 | 16 | 91 | -2
COC(=O)C1=C(C)N(CCc2ccc(OC)c(OC)c2)C(=O)C1
 : 6 | 103 | 0 | 101 | 100 | 3 | 109 | 2
O=C(c1cc2n(n1)C(C(F)(F)F)CC(c1ccc(F)cc1)N2)N1CCCC1 (stereo not drawn)
 : 9 | 92 | 6 | 95 | 99 | . | 98 | 6
Cn1c2ccc(F)cc2c2ncn(Cc3ccco3)c(=O)c21
 : 2 | 138 | 3 | 94 | 94 | 2 | 116 | 4
CN1/C(=C/C(=O)C2CCC2)Sc2ccccc21
 : -20 | 119 | -17 | 119 | 104 | 10 | 98 | 138*
O=C(CCCN=C1NS(=O)(=O)c2ccccc21)OCC(=O)c1ccccc1
 : 3 | 102 | -3 | 97 | 101 | 0 | 105 | 1
Cc1ccc(NC(=O)[C@H](C)NC(=O)C2CCN(C(=O)[C@H](CC(C)C)NC(=O)OC(C)(C)C)CC2)cc1
 : 20 | 96 | 1 | 95 | 104 | ? | 115 | -1
COc1ccc([N+](=O)[O-])cc1NC(=O)C1CCCO1 (stereo not drawn)
 : 4 | 97 | 5 | 93 | 100 | -4 | 98 | -1
CC(=O)c1ccc(NC(=O)c2cnsn2)cc1
 : 1 | 105 | 3 | 95 | 94 | 1 | 98 | 4
Cn1c(N)c(C(=O)NCc2ccccc2Cl)sc1=S
 : -11 | 93 | 1 | 92 | 95 | 10 | 97 | -4
O=C(CC(c1ccccc1)(c1ccccc1)c1ccccc1)N[C@@H](Cc1ccccc1)C(=O)O
 : -2 | . | 2 | . | . | 13 | . | -2
CCOc1cc(N2CCOCC2)c(OCC)cc1NC(=O)c1ccc(-n2ccnc2)c([N+](=O)[O-])c1
 : 7 | 96 | -6 | 103 | 97 | 6 | 98 | 3
CC1CCc2c(C(=O)NCCN3CCOCC3)csc2C1 (stereo not drawn)
 : -10 | 98 | -2 | 113 | 93 | -6 | 98 | 3
COc1ccc(C)cc1NC(=O)C1CCCN(S(=O)(=O)c2cnc[nH]2)C1 (stereo not drawn)
 : 9 | 100 | -3 | 95 | 105 | -16 | 109 | 9
CC1CCN(C(=O)COC(=O)c2cc([N+](=O)[O-])ccc2N2CCOCC2)CC1
 : 0 | 102 | 8 | 113 | 90 | -6 | 92 | -3
N#C/C(=C/c1ccc(Br)s1)C(=O)NCCc1c[nH]c2ccccc12
 : -26 | 95 | -1 | 102 | 105 | -6 | 100 | 35
COCO/C=C(\NC(C)=O)c1ccccc1
 : -5 | 111 | 3 | 111 | 99 | -7 | 98 | 0
CC(C)(C)C(=O)Nc1nnc(SCC(=O)NCc2ccco2)s1
 : 10 | 97 | 0 | 109 | 104 | -4 | 108 | 2
N#Cc1c2n(c(=O)[nH]c1=O)CCCCC2
 : 10 | 100 | 4 | 98 | 98 | -7 | 104 | 1
Cc1nc2c(s1)sc1ccccc12
 : 3 | 95 | 4 | 96 | 104 | 0 | 108 | 2
Cc1cccc(N2CCN(C(=O)c3cc(COc4ccc(F)c(F)c4)on3)CC2)n1
 : 2 | 110 | 2 | 89 | 101 | -4 | 98 | 0
Cc1ccc(S(=O)(=O)N2CCN(C(=O)c3ccccc3OCc3c(C)noc3C)CC2)cc1C
 : -3 | 99 | 3 | 90 | 88 | 1 | 98 | -1

Arranged by molecular weight (highest first): 7 of the compounds above.
Results follow in this order: procasp7 counter | LAP4-GFP MLPCN | proCasp3 act | CR mimetic SO | RPL19A TOR yeast | JMJD2C inh | MEP2 TOR yeast | AHR activator
CCOc1cc(N2CCOCC2)c(OCC)cc1NC(=O)c1ccc(-n2ccnc2)c([N+](=O)[O-])c1
 : 7 | 96 | -6 | 103 | 97 | 6 | 98 | 3
O=C(CC(c1ccccc1)(c1ccccc1)c1ccccc1)N[C@@H](Cc1ccccc1)C(=O)O
 : -2 | . | 2 | . | . | 13 | . | -2
Cc1cccc(N2CCN(C(=O)c3cc(COc4ccc(F)c(F)c4)on3)CC2)n1
 : 2 | 110 | 2 | 89 | 101 | -4 | 98 | 0
CC1CCN(C(=O)COC(=O)c2cc([N+](=O)[O-])ccc2N2CCOCC2)CC1
 : 0 | 102 | 8 | 113 | 90 | -6 | 92 | -3
CC(C)(C)C(=O)Nc1nnc(SCC(=O)NCc2ccco2)s1
 : 10 | 97 | 0 | 109 | 104 | -4 | 108 | 2
Cn1c(N)c(C(=O)NCc2ccccc2Cl)sc1=S
 : -11 | 93 | 1 | 92 | 95 | 10 | 97 | -4
CC1CCc2c(C(=O)NCCN3CCOCC3)csc2C1 (stereo not drawn)
 : -10 | 98 | -2 | 113 | 93 | -6 | 98 | 3

The results go on.
Results follow in this order: procasp7 counter | LAP4-GFP MLPCN | proCasp3 act | CR mimetic SO | RPL19A TOR yeast | JMJD2C inh | MEP2 TOR yeast | AHR activator
CN(CC(=O)OCC(N)=O)S(=O)(=O)c1ccc(Cl)cc1
 : 6 | 104 | -7 | 111 | 97 | 14 | 97 | -1
CCN(CC)c1ccc(NC(=O)c2cnccn2)cc1S(=O)(=O)Nc1ccc(OC)cc1
 : 19 | 88 | 8 | 89 | 106 | 16 | 102 | 5
Cc1ccc(C)c(OCC(=O)Nn2c(C)nc3ccccc3c2=O)c1
 : 12 | 99 | 5 | 96 | 94 | -2 | 100 | 4
CC(=O)c1c(C)[nH]c(C(=O)COc2ccc3ccc(=O)oc3c2)c1C
 : 11 | 91 | 13 | 104 | 91 | -32 | 88 | 56*
Cc1ccc(C)c(NC(=O)Nc2ccc3c(c2)OCO3)c1
 : -7 | 98 | -4 | 104 | 102 | 2 | 96 | 64*
CC(=O)NCCc1nc2cc(NC(=O)c3ccc(F)cc3)ccc2n1C
 : . | 89 | . | 93 | 108 | -2 | 113 | .
O=C(COc1ccc(Cl)cc1)N(Cc1ccccc1)c1ccccn1
 : 7 | 96 | 0 | 95 | 94 | 9 | 100 | 2
CCc1ccc2oc(C(=O)N3CCN(C)CC3)cc(=O)c2c1
 : -1 | 88 | 0 | 111 | 100 | 5 | 111 | 0
CC(C)c1ccc(NC(=O)c2cc([N+](=O)[O-])ccc2N2CCOCC2)cc1
 : -2 | 104 | -5 | 117 | 102 | -7 | 104 | 4
Cn1c(=O)[nH]c(=O)c2c1nc(SCCC(=O)O)n2Cc1cccc(Br)c1
 : -5 | 109 | 8 | 99 | 103 | 5 | 103 | 1
O=C(OCc1cccc([N+](=O)[O-])c1)c1cc2ccccc2oc1=O
 : -8 | 102 | -1 | 97 | 107 | 32 | 117 | -2
COc1ccc(C)cc1S(=O)(=O)N(C)CC(=O)N1CCCC1
 : -7 | 95 | 3 | 85 | 103 | -5 | 104 | -1
COc1ccc(NC(=O)C/C(C)=N/NC(=O)CCc2ccccc2)c(OC)c1
 : -8 | 96 | -9 | 98 | 101 | -14 | 106 | 6
CCSc1nc2c(c(=O)[nH]c(=O)n2C)n1C/C=C(/C)Cl
 : 3 | 93 | 5 | 97 | 93 | . | 97 | 8
CCc1ccccc1NC(=O)c1cc(S(=O)(=O)N2CCc3ccccc32)cn1C
 : 5 | 104 | -3 | 81 | 108 | 10 | 94 | 0
CCN(CC)S(=O)(=O)c1ccc(OC)c(NC(=O)c2cn(CC)c3nc(C)ccc3c2=O)c1
 : 2 | 90 | -1 | 129 | 107 | -5 | 98 | 1
O=S(=O)(c1ccc2nc(COc3ccc(Cl)cc3Cl)[nH]c2c1)N1CCOCC1
 : -1 | 98 | 2 | 100 | 96 | -7 | 95 | 22
CCCCCOC(=O)Cn1c(=O)oc2ccc(C)cc21
 : 3 | 80 | 6 | 100 | 97 | -2 | 99 | 0
CN(C)S(=O)(=O)c1ccc(C(=O)Nc2ccnn2C2CCCCC2)cc1
 : -6 | 108 | 9 | 80 | 100 | -69 | 106 | -3
Cc1ccc(NC(=O)CCC(=O)NNC(=O)c2cccs2)c(C)c1
 : 3 | 91 | -2 | 113 | 93 | 11 | 93 | 0
O=C(NC(=S)Nc1cc(S(=O)(=O)N2CCOCC2)ccc1O)c1ccco1
 : -33 | 104 | -9 | 106 | 95 | -12 | 107 | 1
O=C1/C(=C\Nc2ccc(Cl)cc2)CCN1c1ncccn1
 : 5 | 94 | -4 | 110 | 92 | 11 | 93 | 52*
O=c1cnnc(N/N=C/c2cccs2)[nH]1
 : 6 | 96 | 4 | 106 | 98 | 4 | 101 | 12
O=C(NC(=S)NCc1ccco1)c1ccccc1[N+](=O)[O-]
 : -4 | 125 | 6 | 90 | 102 | -8 | 145 | 3
